Screens: PubChem, Broad Institute
EWS-Fli inh: blocks EWS/Fli oncoprotein-driven transcription; inhibition, % at 12.6 µM; A673 NR0B1-luciferase reporter, viability-normalised; AID 651661; actives 0.67% (n = 350,000);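 active = mean inhibition of at least 50% after viability correction, with every replicate also passing that limit; inconclusive = mean reaches 50% but only one of two replicates passes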;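 note: firefly luciferase signal divided by Alamar Blue viability fluorescence both relative to DMSO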
miR-122 sensor: blocks miR-122 activity in Huh7 sensor cells | Huh7 miR-122 Renilla luciferase sensor, 48 h; neutral wells = 0, positive control = 100 | actives 0.3% (n = 340,000) | activation (reporter increase), % at 12.5 µM;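 active = mean replicate activation score at least 90 and every replicate individually at or above 90; inconclusive = only one of the two criteria met; inactive = neither criterion met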;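 note: higher luciferase means less miR-122 activity so hits act as miR-122 inhibitors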
GSIS activator: GLuc luminescence reporter in INS-1E cells, primary screen for activators of glucose-dependent secretion of insulin; INS-1E GLuc reporter insulin secretion, 2-3 h; activation, % at 16.6 µM; actives 0.61% (n = 370,000);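 active = lowest replicate activation of at least 40%, so every replicate reaches that level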;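 note: 0% = median of neutral control wells and 100% = median of IBMX positive control wells; some compounds called inactive have numbers as strong as hits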
DENV2 CPE rescue: inhibitors of DENV2 cytopathic effect; DENV2-infected cells, cytopathic effect rescue, plate reader; CPE inhibition, % at 9.99 µM; actives 1.7% (n = 350,000); in the data active = CPE inhibition above about 20%, passing the limit was not always enough; inconclusive = no clear call, values can overlap the other calls; tested in BHK-21 cells;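 note: 0% = median of neutral control wells and 100% = median of positive control wells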
FN deposition inh: fibronectin deposition inhibition | AH1F fibroblasts, Alexa488-fibronectin deposition fluorescence, overnight | actives 0.086% (n = 350,000) | inhibition, % at 12.6 µM | AID 743247;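 active = mean inhibition across replicates of 30% or more, regardless of how many single replicates reach that level; inconclusive = mean under 30% yet at least half of replicates reach 30%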;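 note: positive control wells lacked labelled fibronectin entirely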
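Measured by – fluorescence 485/525 nm · System – AH1F fibroblast monolayer, labelled fibronectin deposition · Amount – 10000 cells per well · Buffer or medium – serum-reduced DMEM (2% serum) · Doses – single dose, pinned · Also added – fluorescent fibronectin at 24 nM final · Schedule – 1 h cell attachment, overnight exposure to compound and label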
PAX8 reporter: lowers PAX8-driven luciferase in RMG-I cells; AID 652154; inhibition, % at 12.6 µM; RMG-I TPO-luciferase reporter, SteadyGlo, 24 h; actives 1.2% (n = 360,000);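 active = mean replicate inhibition at least 60% with every replicate also reaching 60%; inconclusive = only one of the two criteria is met; inactive = mean below 60% and not all replicates reaching 60%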;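 note: luciferase light reporting Pax8 driven TPO promoter activity; plate controls were median of neutral control wells for no effect and mitoxantrone controls for full effect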
CFTR F508del cor: correctors of CFTR F508del function in bronchial epithelial cells; CFBE cells, YFP halide quenching; stimulated with forskolin plus potentiator P3; % fluorescence drop versus neutral controls; activity (quench increase), % at 7.58 µM; actives 0.36% (n = 350,000); AID 720511;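 active = mean added fluorescence quench of at least 8% versus neutral control, with both replicates also reaching 8%; inconclusive = only one of the mean or replicate conditions met; inactive = mean below 8% and not both replicates reaching 8%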;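 note: cells transiently co-express mutant CFTR-F508del with the halide-sensitive YFP; corrector assay measuring rescue of mutant channel to the surface after 24 h compound exposure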
An asterisk follows results filed as active; ? = inconclusive; nt = not tested or not shown; [ ] = another dose, or the depositor's remark.

A first look:
SMILES | EWS-Fli inh | miR-122 sensor | GSIS activator | DENV2 CPE rescue | FN deposition inh | PAX8 reporter | CFTR F508del cor
COc1ccc(CN(C)C[C@@H]2Oc3ccc(NC(=O)Nc4ccc(OC)cc4)cc3C(=O)N([C@@H](C)CO)C[C@@H]2C)cc1 | -19 | -9[16.7 µM] | 4 | 12 | nt | 5 | -0.4
Cc1ccc(C(=O)CCC(=O)N2CCN(c3ccc(F)cc3)CC2)cc1 | -6 | -1 | 9 | -10 | 1 | 1 | -0.7
Cc1csc(NC(=O)CSC2=NS(=O)(=O)c3ccccc3N2)n1 | -3 | 2 | 1 | 10 | 9 | -1 | 1.3
Cc1c2ccccc2nc2ccccc12 | -3 | nt | 3 | 0 | -5 | -13 | -0.2

Results, from the start:
SMILES | EWS-Fli inh | miR-122 sensor | GSIS activator | DENV2 CPE rescue | FN deposition inh | PAX8 reporter | CFTR F508del cor
COc1ccc(CN(C)C[C@@H]2Oc3ccc(NC(=O)Nc4ccc(OC)cc4)cc3C(=O)N([C@@H](C)CO)C[C@@H]2C)cc1 | -19 | -9[16.7 µM] | 4 | 12 | nt | 5 | -0.4
Cc1ccc(C(=O)CCC(=O)N2CCN(c3ccc(F)cc3)CC2)cc1 | -6 | -1 | 9 | -10 | 1 | 1 | -0.7
Cc1csc(NC(=O)CSC2=NS(=O)(=O)c3ccccc3N2)n1 | -3 | 2 | 1 | 10 | 9 | -1 | 1.3
Cc1c2ccccc2nc2ccccc12 | -3 | nt | 3 | 0 | -5 | -13 | -0.2
CN(C(=O)COC(=O)c1ccc([N+](=O)[O-])cc1N)c1ccccc1 | -9 | nt | -11 | 3 | 1 | 6 | -3.6
Cc1ccc(NC(=O)CN2CCN(C(=O)C3CC3)CC2)c(F)c1 | 0 | -3 | nt | 7 | 3 | 3 | -3.6
CC(C)NC(=O)N(C)C[C@@H]1OCCCC[C@@H](C)Oc2ccc(NC(=O)Cc3ccccc3)cc2C(=O)N([C@@H](C)CO)C[C@H]1C | nt | -7[16.7 µM] | -4 | 3 | -4 | 16 | -3.3
COC(=O)C[C@@H]1C[C@@H]2c3cc(NC(=O)Nc4ccccc4F)ccc3O[C@@H]2[C@@H](CO)O1 | -18 | 30[16.7 µM] | -2 | -6 | -6 | nt | -0.1
c1ccc(-c2noc(-c3ccccc3-c3ccccc3)n2)cc1 | nt | 1 | 6 | nt | 6 | 4 | nt
COc1cc(CNc2ncnc3c2ncn3[C@H]2CN(Cc3ccc(C(=O)O)cc3)C[C@@H](CO)O2)cc(OC)c1OC | -10 | -1 | -9 | -9 | 4 | 13 | 4.0
CC(=O)NC1=NN(C(C)=O)C(C)(c2ccc(Br)cc2)S1 (stereo not drawn) | -2 | -5 | 0 | -5 | 9 | 5 | -0.4
Cc1ccc(C(=O)NS(=O)(=O)c2ccccc2)cc1 | -6 | nt | 6 | 6 | -7 | 6 | 1.7
COc1ccccc1NC(=O)COc1cc(Br)c(CNCCCN2CCOCC2)cc1OC | 3 | 0 | -11 | -5 | 7 | -6 | -3.5
C[C@@H]1CN([C@H](C)CO)C(=O)c2cc(C#CCN(C)C)cnc2O[C@@H]1CN(C)C(=O)NC1CCCC1 | 1 | -14[16.7 µM] | 6 | -9 | 2 | -4 | 2.6
Cc1[nH]c2ccccc2c1C(O)c1ccncc1 (stereo not drawn) | 11 | 0 | -7 | 1 | 2 | 24 | -0.6
CC(C)(C)NC(=O)CN(C(=O)c1snc(C(=O)NC2CCCCC2)c1N)c1ccccc1F | 32 | -8 | -51 | 7 | -2 | 14 | -0.7
Cc1cc(C)cc(C(=O)NC(CC(N)=O)c2ccc(NC3CCCC3)c([N+](=O)[O-])c2)c1 (stereo not drawn) | -2 | nt | nt | 19 | 4 | 1 | -2.3
COCCNC(=O)c1cc2cc3ccc(OC)cc3nc2o1 | -28 | -3 | -3 | 25* | 1 | -4 | -4.4
COCC(=O)Nc1ccc2c(c1)C(=O)N(C)[C@@H]1CC[C@@H](CC(=O)N3CCc4ccccc4C3)O[C@@H]1CO2 | 8 | 5[16.7 µM] | 3 | -3 | 2 | 4 | 2.5
CCCCn1nnnc1NCc1cccs1 | 5 | 5 | 6 | -1 | nt | nt | -3.2
CSc1cccc(NC(=O)COC(=O)c2ccccn2)c1 | -5 | -7 | 4 | -3 | -1 | -6 | -0.8
COc1ccccc1CCn1cnc(-c2cccc(Cl)c2)c1CC(C)C | 36 | nt | 12 | -2 | -5 | -1 | 4.7
O=C(O)C1CC=CCC1C(=O)NCCc1csc(-c2ccccc2)n1 (stereo not drawn) | -22 | nt | 9 | 5 | -9 | -80 | 3.2
Cc1nc(NC(=O)C(C)(C)C)sc1-c1nc(N)sc1-n1cc(-c2ccccc2)nn1 | -10 | nt | -13 | 1 | 9 | 1 | 4.0
CCC(C)NC(=O)c1ccc(N2CC3CC(C2)c2cccc(=O)n2C3)c(NC(=O)c2ccc(Br)o2)c1 (stereo not drawn) | 13 | -4 | 16 | 2 | 9 | 20 | 0.2

Going on with the list.
SMILES | EWS-Fli inh | miR-122 sensor | GSIS activator | DENV2 CPE rescue | FN deposition inh | PAX8 reporter | CFTR F508del cor
Cn1c(C(=O)NCCCN2CCc3ccccc3C2)cc2c(=O)n(C)c3ccccc3c21 | -4 | -1 | 6 | -1 | 1 | 4 | -1.3
COc1ccc(S(=O)(=O)Nc2ccc3c(c2)C(=O)N([C@@H](C)CO)C[C@@H](C)[C@H](CN(C)S(=O)(=O)c2ccc(Cl)cc2)OCCCC[C@@H](C)O3)cc1 | -8 | -11[16.7 µM] | 0 | 0 | 3 | 54 | 2.1
CCCNC(=O)N1CCC2(CC1)CN(C(=O)CCC)[C@@H](CO)c1[nH]c3cc(OC)ccc3c12 | -3 | nt | 16 | 12 | nt | 7 | -1.6
CN1CCN(C(=O)[C@H]2[C@H](CO)[C@H]3Cn4c(ccc(-c5cncnc5)c4=O)[C@H]3N2CC2CCCC2)CC1 | -1 | 3[16.7 µM] | -1 | 5 | nt | nt | -0.6
O=C(Nc1ccc(Cl)cc1)N(Cc1nnc2n1CCCCC2)c1ccccc1 | 11 | -5 | -15 | -5 | nt | nt | 1.2
O=C(C[C@@H]1CC[C@@H]2[C@H](COC[C@@H](O)CN2Cc2cc(F)ccc2F)O1)N1CCc2ccccc2C1 | 6 | -1[16.7 µM] | -1 | 2 | 2 | 10 | 1.1
Cc1ccccc1S(=O)(=O)NCC[C@@H]1CC[C@@H](NS(=O)(=O)c2ccccc2C)[C@@H](CO)O1 | 1 | 2[16.7 µM] | 3 | -1 | nt | 0 | -2.7
CCn1cc([N+](=O)[O-])c(C(=O)N2N=C3/C(=C/c4cccs4)CCCC3C2c2cccs2)n1 (stereo not drawn) | nt | 8 | nt | nt | 9 | 40 | nt
Cc1ccc(NC(=O)CN(C)C(=O)c2ccc(NS(=O)(=O)c3ccc4[nH]c(=O)[nH]c4c3)cc2)cc1 | -3 | -3 | -1 | -1 | -13 | -9 | -0.3
Cc1ccc(S(=O)(=O)N2[C@@H](c3ccc(Br)cc3)C(C(=O)O)=C[C@H]2C(C)(C)C)cc1 | -9 | 6 | 11 | -18 | 1 | 16 | 0.4
C[C@H](CO)N1C[C@H](C)[C@H](CN(C)C(=O)c2ccc3c(c2)OCO3)Oc2cc(-c3ccccc3)ccc2S1(=O)=O | 3 | -12[16.7 µM] | -35 | 0 | nt | 24 | 0.8
CCCS(=O)(=O)NC(=O)C1(C)CCCN(C(=O)c2cc(-c3ccccc3)cs2)C1 (stereo not drawn) | 1 | nt | nt | -1 | nt | 0 | -4.4
Cc1nn(-c2ccccc2)c(Cl)c1/C=C(/CC(=O)O)c1nc2ccccc2s1 | -4 | nt | -1 | -5 | 2 | 6 | -3.0
COc1ccc(N(CC(=O)Nc2ccc3c(c2)OCCO3)S(=O)(=O)c2cccc(C)c2)cc1 | 7 | 4 | -14 | 1 | 0 | 7 | 3.2
C[C@@H]1CN([C@H](C)CO)C(=O)c2cc(NC(=O)Nc3ccc4c(c3)OCO4)ccc2O[C@@H](C)CCCCO[C@@H]1CN(C)S(=O)(=O)c1ccc(F)cc1 | 3 | 3[16.7 µM] | -9 | 9 | 3 | -3 | -2.0
Cc1nn(C)cc1NC(=O)C[C@@H]1CC[C@H]2[C@@H](COc3ccc(NC(=O)c4cccc(F)c4)cc3C(=O)N2C)O1 | -2 | 0[16.7 µM] | 2 | -2 | 5 | 4 | -0.9
COC(=O)CNC(=O)CN(c1ccc(OC)cc1OC)S(=O)(=O)c1ccccc1 | -1 | -6 | 11 | -1 | nt | nt | -1.3
CS(=O)(=O)Nc1ccc2c(c1)[C@@H]1C[C@H](CC(=O)NCc3ccncc3)O[C@@H](CO)[C@@H]1O2 | -5 | 4[16.7 µM] | 18 | ? | nt | -15 | -3.1
C[C@H]1CN([C@@H](C)CO)C(=O)c2cc(C#Cc3ccccc3)cnc2O[C@@H]1CN(C)C(=O)c1ccccn1 | -7 | 4[16.7 µM] | 2 | -4 | nt | -23 | 1.1
O=C(Nc1nccs1)[C@@H]1[C@@H](CO)[C@@H]2Cn3c(ccc(-c4cccnc4)c3=O)[C@@H]2N1CC1CCCC1 | 13 | 3[16.7 µM] | -10 | 1 | nt | nt | 2.6
O=C(CCCC1=NS(=O)(=O)c2ccccc2N1)NCCc1ccc(Cl)cc1 | nt | 2 | 5 | 0 | -2 | 5 | -2.1
CC1C(=O)CC(c2ccccc2)N(C)C1c1ccccc1 (stereo not drawn) | -3 | 1 | 8 | 11 | -7 | -7 | -1.5
COc1ccc(S(=O)(=O)N(C)CC(=O)NCCN2CCOCC2)cc1Cl | -1 | nt | 6 | -6 | -1 | 12 | -1.9
CCC(=O)C1CCCN(C(=O)CCc2nnc(-c3ccc4c(c3)OCO4)o2)C1 (stereo not drawn) | -65 | 0 | -6 | -6 | -19 | -45 | -1.0
Cc1cc(C)c(C)c(SCC(=O)Nc2oc(C)c3c(C)n[nH]c(=O)c23)c1C | -8 | -5 | 9 | -11 | nt | 9 | 5.6

Later entries
Order of values – EWS-Fli inh | miR-122 sensor | GSIS activator | DENV2 CPE rescue | FN deposition inh | PAX8 reporter | CFTR F508del cor
COc1cc2c(cc1OC)CN(C(=O)Cc1c(F)cccc1Cl)CC2
  -10 | -1 | -5 | 13 | -1 | 8 | -0.2
O=C(Nc1ccccc1)N1CCNCC1
  -1 | -2 | 9 | nt | 5 | -8 | -0.8
C[C@H](CO)N1C[C@H](C)[C@@H](CN(C)C(=O)Cc2ccccc2)OCCCC[C@H](C)Oc2ccc(NS(=O)(=O)c3cccs3)cc2C1=O
  -3 | 3[16.7 µM] | -6 | -5 | nt | -18 | -2.9
COc1ccc2c(c1)C(=O)N(c1ccc(C)cc1C)C(=O)C2
  9 | 0 | 34 | -5 | -4 | 3 | nt
O=C(Cc1ccccn1)N1CC(=O)N2[C@H](CO)[C@H](c3ccc(C#CC4CCCCC4)cc3)[C@H]2C1
  4 | nt | -7 | -3 | -10 | 16 | 2.1
